# High-throughput results (PubChem)
# SENP8 block – SENP8 protease inhibitors, primary screen, biochemical, luminescence | Sentrin-specific protease 8 (Homo sapiens), Q96LD8 | purified SENP8, Z-RLRGG-aminoluciferin cleavage | inhibition, % at 10 µM | 330,000 compounds, 1.2% hits | AID 2540, 2010
# Target sequence (Q96LD8 whole entry, looked up): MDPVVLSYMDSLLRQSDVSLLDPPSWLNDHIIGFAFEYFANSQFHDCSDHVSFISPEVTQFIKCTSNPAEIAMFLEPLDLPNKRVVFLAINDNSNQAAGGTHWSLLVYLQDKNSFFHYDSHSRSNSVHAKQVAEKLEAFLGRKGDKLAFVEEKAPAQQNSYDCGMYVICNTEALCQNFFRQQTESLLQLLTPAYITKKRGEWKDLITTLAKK
# Jurkat NFkB inh – inhibitors of induced NF-kB luciferase reporter, primary screen, TCR NF-kB activation inhibitor project, cell-based, luminescence, uHTS; Jurkat, PMA/ionomycin-induced NF-kB luciferase reporter; inhibition, % at 4 µM; 330,000 compounds, 0.53% hits
# 697 NFkB inh – inhibitors of PMA/ionomycin-induced NF-kB reporter, 697 cells, primary screen, B-cell NF-kB inhibitor project, cell-based, luminescence, uHTS; 697 B-cell NF-kB luciferase reporter, 16 h; inhibition, % at 4 µM; AID 435022, 2010; 330,000 compounds, 0.33% hits; in the data active = inhibition above about 35%
# Apaf-1 inh – inhibitors of human Apaf-1 apoptosome, primary screen, biochemical, DEVD-Rh110 fluorescence, uHTS; reconstituted apoptosome caspase-3 activity; inhibition, % at 20 µM; Apoptotic protease-activating factor 1 (Homo sapiens), O14727; 330,000 compounds, 0.71% hits; active = inhibition of at least 40% at 20 µM;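 also: plate controls were DMSO wells for no effect and DEVD-CHO caspase inhibitor wells for full effect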
#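 Assay system – apoptosome proteins · Medium – Hepes buffer, pH 7.5 · Also added – cytochrome c with DEVD-Rh110 · Timing – 30 min compound preincubation, 50 min activation, room temperature · Detection – Rh110 fluorescence, excitation 480 nm, emission 540 nm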
# SENP7 block – SENP7 protease inhibitors, primary screen, biochemical, luminescence, uHTS; inhibition, % at 5 µM; recombinant SENP7, Z-RLRGG-aminoluciferin luminescence, 40 min; 330,000 compounds, 1.5% hits; AID 434973, 2010; Sentrin-specific protease 7 (Homo sapiens), Q9BQF6;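 active = inhibition above about 50% at the single test dose, limit read from the data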;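 also: plate controls were DMSO with enzyme for no effect and no enzyme buffer wells for full effect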
# Target sequence (Q9BQF6 706-1050 limits assumed): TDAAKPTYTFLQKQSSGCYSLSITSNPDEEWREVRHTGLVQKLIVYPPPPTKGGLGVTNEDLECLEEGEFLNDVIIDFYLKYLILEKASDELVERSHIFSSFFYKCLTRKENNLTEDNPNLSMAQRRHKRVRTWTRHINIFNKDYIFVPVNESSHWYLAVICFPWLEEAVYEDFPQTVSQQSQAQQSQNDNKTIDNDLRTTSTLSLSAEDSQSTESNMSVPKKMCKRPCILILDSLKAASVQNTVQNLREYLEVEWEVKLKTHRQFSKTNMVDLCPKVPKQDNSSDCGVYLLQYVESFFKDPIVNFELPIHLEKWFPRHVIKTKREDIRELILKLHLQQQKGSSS
# HKDC1 inh – HKDC1 hexokinase inhibitors, primary screen, biochemical, fluorescence, uHTS. inhibition, % at 20 µM. recombinant HKDC1, G6PDH/diaphorase resazurin coupled fluorescence. AID 493160, 2011. Q2TB90. 340,000 compounds, 0.16% hits;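 active = inhibition above about 35% when tested at 20 µM, limit read from the data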;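 also: plate controls were DMSO wells with enzyme for no effect and DMSO wells lacking enzyme for full effect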
#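 Incubation: 90 min at room temperature in dark / Material: recombinant HKDC1 (HK5) hexokinase enzyme, produced in-house / Quantity: enzyme 5 µg/mL final / Compound: one dose of 20 µM, 1% DMSO / Reagent: glucose and ATP substrates / Buffer or medium: Tris pH 8.0 buffer with MgCl2, Tween-20, BSA, BME / Technique: resorufin fluorescence at 613 nm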
# UBC13 inh – UBC13 polyubiquitin chain formation inhibitors, primary screen, biochemical, TR-FRET, uHTS. AID 485273, 2010. 330,000 compounds, 0.47% hits. inhibition, % at 20 µM. Ubiquitin-conjugating enzyme E2 N (Homo sapiens), P61088; in the data active = inhibition above about 45%, passing the limit was not always enough
# Target sequence (P61088 whole entry, looked up): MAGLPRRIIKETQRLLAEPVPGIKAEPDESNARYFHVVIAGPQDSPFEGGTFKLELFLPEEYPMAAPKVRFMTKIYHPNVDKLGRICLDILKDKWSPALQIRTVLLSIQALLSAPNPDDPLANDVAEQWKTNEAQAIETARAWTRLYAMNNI
# Gli-Sufu block – Gli-Sufu pathway antagonists, primary screen, luciferase luminescence, Sufu-KO-LIGHT cells, uHTS; inhibition, % at 5 µM; Sufu-KO-LIGHT fibroblasts, Gli luciferase reporter luminescence; 340,000 compounds, 0.74% hits;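 active = inhibition above about 55%, limit read from the data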;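 also: 0% = DMSO-treated cells and 100% = wells with medium but no cells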
# An asterisk follows results filed as active; i = inactive; . = no result given. Rule as the data show it, unless noted: active = inhibition above about 50%; inactive = the rest.
SMILES,SENP8 block,Jurkat NFkB inh,697 NFkB inh,Apaf-1 inh,SENP7 block,HKDC1 inh,UBC13 inh,Gli-Sufu block
O=C(N/N=C/C=C/c1ccc2c(c1)OCO2)C(O)c1ccccc1 (configuration not stated),2,-1,14,2,0,-8,-9,-1
CSC1=N/C(=C\c2ccccc2Cl)C(=O)N1N(C)C,0,-1,8,15,10,1,4,2
CC1CCCN(S(=O)(=O)c2ccc(NC(=O)C3CCN(C(=O)c4ccco4)CC3)cc2)C1 (configuration not stated),-9,5,-29,5,-7,0,-8,0
Cc1cc(Br)cnc1NC(=S)Nc1ccc(F)cc1F,3,-2,-18,3,-4,0,-6,-6
O=Cc1ccc(O)c2ncccc12,6,15,-5,2,-4,12,-19,64*
O=C(COC(=O)c1ccc(O)cc1)NCC1CCCO1 (configuration not stated),2,12,3,4,3,-9,-2,3
C=CCn1c(N)nc2ccccc21,-9,-1,-5,-5,-4,-6,1,2
CCOC(=O)C1=C(C)N(C)C(=S)NC1c1c(OCC)ccc2ccccc12 (configuration not stated),4,-5,5,10,-1,3,3,25
CC1CCN(C(=O)CSc2nnc(-c3cc4ccccc4cc3O)n2Cc2ccco2)CC1,1,-13,26,16,-7,-7,10,7
Cc1cccc(C)c1NC(=O)CNC(=O)CCC(=O)c1cccs1,-8,-1,10,-3,-7,-7,-12,-4
COc1ccc(NC(=O)CN(C)C(=O)CC2CCCCC2)cc1,-2,-6,6,1,-5,-7,-4,-6
CCn1c(NCc2cc(OC)c(OC)c(OC)c2)nc2ccccc21,-6,-4,-7,-4,8,-6,1,15
Cc1ccccc1N1CCN(C2CCCN(C(=O)CCC3(C)CC3)C2)CC1 (configuration not stated),-1,17,16,-3,-8,-4,4,20
O=C(/C=C/c1ccco1)Nc1ccc(CN2CCOCC2)cc1,0,-58,-58,-6,4,0,-6,-40
Cc1nnc(NC(=O)c2ccccc2F)s1,-8,-2,-8,-19,-1,-8,-7,-15
Cc1ccc(C2CC(=O)NC(SCC(=O)OCc3ccccc3)=C2C#N)o1 (configuration not stated),-2,-1,4,-3,3,7,6,-2
CCC1Oc2ccccc2N(CC(=O)NCC2CCCO2)C1=O (configuration not stated),3,-2,5,-2,7,-9,2,-6
CCC1=NN2C(=N)/C(=C\c3ccc(OCCOc4ccccc4)c(OC)c3)C(=O)N=C2S1,-4,-37,14,11,0,.,4,.
Cc1noc(NS(=O)(=O)c2ccc(NC(=O)C34CC5CC(C3)CC(n3cnc(Br)n3)(C5)C4)cc2)c1C,-1,6,18,16,1,-7,-14,-3
Cc1cc(C)n(-c2nnc(C)n2NS(C)(=O)=O)n1,-7,14,17,0,2,-7,3,4
Cn1c2ccccc2c2cc(C(=O)O)ccc21,-5,-12,-5,-1,-21,-3,-5,6
CCNC(=S)N1C2CCC1CC(NC(=O)NC1CCCCC1)C2 (configuration not stated),-7,-4,16,-18,-3,6,6,3
CCC(O)c1cc2c(cc1NC(=O)c1ccc(C)cc1)OCCO2 (configuration not stated),-10,-3,-8,6,-8,-2,-4,-8
Cc1c(NC(=O)C(C)OC(=O)c2c3c(nc4ccccc24)CCC(C)C3)c(=O)n(-c2ccccc2)n1C (configuration not stated),10,-1,3,-21,-1,4,-2,16

# Quoted at random: 2 compounds from above
SMILES,SENP8 block,Jurkat NFkB inh,697 NFkB inh,Apaf-1 inh,SENP7 block,HKDC1 inh,UBC13 inh,Gli-Sufu block
Cc1nnc(NC(=O)c2ccccc2F)s1,-8,-2,-8,-19,-1,-8,-7,-15
Cc1noc(NS(=O)(=O)c2ccc(NC(=O)C34CC5CC(C3)CC(n3cnc(Br)n3)(C5)C4)cc2)c1C,-1,6,18,16,1,-7,-14,-3

# New compounds follow:
SMILES,SENP8 block,Jurkat NFkB inh,697 NFkB inh,Apaf-1 inh,SENP7 block,HKDC1 inh,UBC13 inh,Gli-Sufu block
O=C(CCS(=O)(=O)c1cccs1)Nc1ccc(C(=O)NCc2cccs2)cc1,-3,15,26,-12,-4,2,12,0
CC(C)CNS(=O)(=O)c1ccc(CCC(=O)NCc2cccnc2)cc1,2,-15,15,-10,-5,-2,-1,0
O=C(COC(=O)C1CCC(=O)N1)Nc1cccc([N+](=O)[O-])c1 (configuration not stated),3,7,20,-15,-10,0,6,-15
Cc1cc(C)c(OCC(=O)Nc2ccc(N3CCOCC3)cc2)c(Br)c1,-7,-6,-23,5,-3,.,-8,.
Cc1noc(C)c1C(=O)NC1CCCc2ccccc21 (configuration not stated),2,14,4,-13,5,-11,5,1
Cc1ccc(C#CC(C)(O)C(C)(C)C)cn1 (configuration not stated),5,-8,1,-7,3,-4,2,2
CC(C)(C)OC(=O)N1CCC(NC(=O)c2nc[nH]c2C(=O)NCc2ccccc2)CC1,4,-13,-2,25,1,4,9,19
O=C(NCc1ccccc1)C(=O)Nc1cccc(C(=O)O)c1,84*,27,-10,1,93*,-2,-3,-117
CCCc1cc(=O)[nH]c(SCC(=O)N(Cc2ccccc2)C(C)C)n1,4,-4,5,7,4,5,2,6
Cc1ccc(COc2ccsc2C(=O)NN)cc1,3,-10,6,-11,6,-9,12,15
COC(=O)c1ccccc1NC(=O)Nc1ccc(C)cn1,-6,-4,-9,-1,1,-5,-4,-8
O=C(NCCCn1ccnc1)c1ccc(Br)s1,-2,2,16,5,4,-3,-1,4

# Seven compounds from above with just Gli-Sufu block, 697 NFkB inh and Apaf-1 inh.
structure | Gli-Sufu block | 697 NFkB inh | Apaf-1 inh
CCNC(=S)N1C2CCC1CC(NC(=O)NC1CCCCC1)C2 (configuration not stated) | 3 | 16 | -18
CCC(O)c1cc2c(cc1NC(=O)c1ccc(C)cc1)OCCO2 (configuration not stated) | -8 | -8 | 6
Cc1c(NC(=O)C(C)OC(=O)c2c3c(nc4ccccc24)CCC(C)C3)c(=O)n(-c2ccccc2)n1C (configuration not stated) | 16 | 3 | -21
O=C(CCS(=O)(=O)c1cccs1)Nc1ccc(C(=O)NCc2cccs2)cc1 | 0 | 26 | -12
CC(C)CNS(=O)(=O)c1ccc(CCC(=O)NCc2cccnc2)cc1 | 0 | 15 | -10
O=C(COC(=O)C1CCC(=O)N1)Nc1cccc([N+](=O)[O-])c1 (configuration not stated) | -15 | 20 | -15
Cc1cc(C)c(OCC(=O)Nc2ccc(N3CCOCC3)cc2)c(Br)c1 | . | -23 | 5

# Additional results follow:
SMILES,SENP8 block,Jurkat NFkB inh,697 NFkB inh,Apaf-1 inh,SENP7 block,HKDC1 inh,UBC13 inh,Gli-Sufu block
O=C(NCCc1ccc(Cl)cc1)Nc1ccc(F)cc1,4,4,2,-1,5,-5,8,-4
O=C(CSC(=S)N1CCCC1)Nc1ncc(Cl)cc1Cl,-8,-1,-7,3,-16,-4,-4,-12
O=C(NC1CCCCC1)c1cc(-c2cccs2)on1,-24,-139,-125,10,-14,-2,-4,-29
COc1ccc(/C=N/NC(=O)c2ccccc2O)cc1CN1CCOCC1,-7,-1,-27,-11,-6,-2,-13,15
O=S(=O)(c1ccc(Br)s1)N1CCN(CCc2ccccc2)CC1,-2,-3,17,7,1,-3,5,-11
COC(=O)CCN1CCN(S(=O)(=O)c2cccc(Br)c2)CC1,-1,2,5,-11,-6,-4,18,-1
COc1ccc(OC)c(-c2csc(NC(=O)Cn3[nH]c(=O)c4ccccc4c3=O)n2)c1,-4,-10,-16,-18,2,2,6,-5
COc1ccc2[nH]c(CN3CCN(CC(C)C)C(CCO)C3)c(C)c2c1 (configuration not stated),2,4,21,8,-1,1,-2,-12
CCCCN(CC)C(=O)Cn1c(=O)sc2ccccc21,0,-10,-13,-26,-1,-10,1,2
O=C(Nc1ccccc1)c1cc([N+](=O)[O-])ccc1NCc1cccnc1,1,6,-2,-16,-4,12,-3,12
O=C(O)/C=C/c1ccc(-c2cccc(C(F)(F)F)c2)o1,-16,7,-19,10,1,-3,-17,-4
CCc1ccc(NC(=O)c2cc(C(C)C)on2)cc1,7,-215,-155,-10,29,-13,4,-40
N#Cc1ccsc1NC(=O)CN1CCN(Cc2ccccc2)CC1,4,2,1,7,2,-4,3,22
COc1ccc(NS(=O)(=O)c2ccc(F)cc2F)cn1,-6,-1,-9,4,-8,-3,-4,-12
CC(=O)N1CCN(C(=O)c2ccc(NS(=O)(=O)c3cc(C)ccc3C)cc2)CC1,-3,-9,-16,0,-2,-5,-2,-2
COC(=O)c1cnn(-c2ccc(C)c(C)c2)c1-n1cccc1,5,0,-9,-9,-1,-8,2,4
CCOC(=O)C1CCCN(S(=O)(=O)CCNC(=O)c2ccc(F)cc2)C1 (configuration not stated),-4,13,20,-5,4,-5,4,-9
CCCC(=O)N(Cc1cc(=O)[nH]c2ccccc12)c1ccccc1,-11,1,-7,9,-11,3,4,4
CC(C)N1CCc2c(sc(NC(=O)c3ccc(S(=O)(=O)N4CCCCC4C)cc3)c2C(N)=O)C1 (configuration not stated),-10,-3,-19,19,-11,5,4,14
CCN(CC)S(=O)(=O)c1cc(C(=O)OC(C)C(=O)NCc2ccco2)ccc1C (configuration not stated),-11,-5,-20,16,1,0,-8,4
CCCCN(C(=O)CSCc1ccc(C)cc1)c1c(N)n(CCC)c(=O)[nH]c1=O,-1,3,10,-3,-6,-3,11,-6
COc1cc(C2N(c3cccc(Cl)c3)C(=O)C3CCCN32)cc(OC)c1OC (configuration not stated),-3,0,5,-3,3,-3,-2,-10
CCOc1ncccc1C(=O)Nc1cc(S(=O)(=O)N2CCCCC2)ccc1OC,-13,-18,28,9,-11,1,30,8
CCCCCCC(=O)N(O)C1CC(=O)N(c2ccc(Br)cc2)C1=O (configuration not stated),7,-17,14,-6,6,-9,-1,-9
CCOC(=O)N1CCC(=NNc2ccc(S(N)(=O)=O)cc2[N+](=O)[O-])CC1,-12,7,15,4,-6,-3,-34,22
Cc1ccccc1C(=O)NC1CCN(Cc2ccccc2)CC1,-2,8,19,-14,-3,-4,8,11
CCCCNC(=O)CSc1nnc(Cc2ccc(Cl)c(Cl)c2)c(=O)[nH]1,2,-3,8,17,-1,0,0,-6
CCCn1c(N)c(C(c2ccc(C(=O)OC)cc2)N2CCN(c3ccccc3)CC2)c(=O)[nH]c1=O (configuration not stated),-3,-10,4,16,-9,1,-5,8
Cc1c(NC(=O)COC(=O)/C=C/c2cccc(Br)c2)c(=O)n(-c2ccccc2)n1C,-11,-4,-13,15,-10,-4,-4,1
Cc1ccc(C(C)C)c(OCc2ccc(C(=O)N/N=C/c3ccc(O)c(O)c3)cc2)c1,7,31,-276,20,2,-6,-11,67*
COc1ccc(NC(=O)C2CCCN(c3nccc(C)n3)C2)cc1 (configuration not stated),1,7,11,-5,2,1,0,8
Cc1cc2ncn(C3CC(=O)N(Cc4ccccc4)C3=O)c2cc1C (configuration not stated),3,1,7,2,4,18,-2,-3
Cc1nc(C(=O)Nc2cc(F)cc(Cl)c2)sc1C1(C)CC(c2ccccc2)=NO1 (configuration not stated),1,18,1,8,-5,-3,4,4
S=c1nc(-c2csc3c2CCCC3)[nH][nH]1,8,-2,2,4,3,-11,-5,0
Cc1ccccc1NC(NC(=O)c1cccnc1)C(Cl)(Cl)Cl (configuration not stated),1,18,-20,-1,-4,-3,-1,-2
Nc1cc(=O)[nH]c(=O)n1Cc1ccccc1,-17,-20,-3,-1,-9,-6,3,-7
CNC[C@H](NC[C@@H](NCCCc1ccccc1)c1ccccc1)[C@H](C)O,-15,10,-9,-5,11,-2,-5,-7
Cc1ccc(/C=N/Nc2nc3ccccc3s2)o1,90*,-187,-414,21,83*,15,10,-27
C[N+](C)(C)CC=O,3,-3,17,-12,5,-7,2,-3
O=C(N/N=C/c1ccc([N+](=O)[O-])o1)c1cc(-c2ccc(-c3ccccc3)cc2)nc2ccccc12,1,-177,i,20,7,-5,-8,-70
